# EWS-Fli inh: inhibitors of EWS/Fli oncoprotein transcriptional activity | inhibition, % at 12.6 µM | A673 NR0B1-luciferase reporter, viability-normalised | AID 651661 | 350,000 compounds, 0.67% hits;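 active = mean inhibition of at least 50% after viability correction, with every replicate also passing that limit; inconclusive = mean reaches 50% but only one of two replicates passes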;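 note: firefly luciferase signal divided by Alamar Blue viability fluorescence both relative to DMSO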
# SIRT5 inh: inhibitors of human sirtuin-5 desuccinylase. Q9NXA8. Purified SirT5, succinyl-peptide AMC, trypsin-coupled fluorescence. inhibition, % at 15 µM. 330,000 compounds, 1.1% hits. AID 652115; in the data active = inhibition above about 15%; inconclusive = no clear call, values can overlap the other calls
# Target sequence (Q9NXA8 whole entry, looked up): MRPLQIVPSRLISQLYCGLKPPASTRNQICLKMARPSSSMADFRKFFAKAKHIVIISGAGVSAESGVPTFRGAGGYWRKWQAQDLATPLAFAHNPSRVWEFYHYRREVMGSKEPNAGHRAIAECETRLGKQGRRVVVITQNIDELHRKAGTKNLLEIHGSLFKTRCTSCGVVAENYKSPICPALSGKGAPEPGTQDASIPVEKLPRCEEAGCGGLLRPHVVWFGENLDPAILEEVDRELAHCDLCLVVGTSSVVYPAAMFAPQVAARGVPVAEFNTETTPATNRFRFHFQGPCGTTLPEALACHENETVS
# LGR2 inh: inhibitors of bursicon-induced Drosophila LGR2 receptor cAMP signaling | HEK293 LGR2, CRE-luciferase, bursicon-stimulated, 4 h | inhibition, % at 9.99 µM | 380,000 compounds, 0.35% hits;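 active = drop in luminescence signal, shown as inhibition above about 50% in the replicate tests, limit read from the data, passing the limit was not always enough; inconclusive = probably only some replicates passing the limit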;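 note: agonist challenge used bursicon conditioned medium at about half maximal strength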
# PAX8 inh HTS: PAX8 transcriptional activity inhibition | RMG-I TPO-luciferase reporter, SteadyGlo, 24 h | inhibition, % at 12.6 µM | 360,000 compounds, 1.2% hits | AID 652154;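 active = mean replicate inhibition at least 60% with every replicate also reaching 60%; inconclusive = only one of the two criteria is met; inactive = mean below 60% and not all replicates reaching 60%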;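 note: luciferase light reporting Pax8 driven TPO promoter activity; plate controls were median of neutral control wells for no effect and mitoxantrone controls for full effect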
# ARNT TACC3 PPI: disrupts binding between human ARNT and TACC3. inhibition, % at 9.99 µM. AlphaScreen His-ARNT PAS-B/GST-TACC3 binding, luminescence; TACC3 fragment carries E629A point mutation. Q9Y6A5. 390,000 compounds, 0.66% hits;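 active = mean inhibition of replicates at least 50% and at least half of replicates each reaching 50%; inconclusive = half or more replicates reach 50% but mean below 50%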;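 note: 0% = complete ARNT plus TACC3 wells and 100% = ARNT alone without TACC3; many hits fall short of the cut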
# CASP6 VEID inh: blocks human caspase-6 cleavage activity; purified caspase-6, Z-VEID-R110 cleavage fluorescence; AID 686996; P55212; inhibition, % at 12.5 µM; 350,000 compounds, 0.53% hits;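 active = mean inhibition across replicates at least about 35%, with every replicate also reaching that limit, limit read from the data; inconclusive = only one of the two criteria met; inactive = neither criterion met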;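 note: 0% = median of neutral control wells and 100% = no fluorescence left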
# Target sequence (P55212 24-179 limits assumed): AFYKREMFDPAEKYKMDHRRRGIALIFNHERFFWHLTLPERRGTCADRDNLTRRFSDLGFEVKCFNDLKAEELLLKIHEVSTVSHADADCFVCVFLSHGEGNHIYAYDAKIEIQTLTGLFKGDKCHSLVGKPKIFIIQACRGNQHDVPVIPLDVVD
# Target sequence (P55212 194-293 limits assumed): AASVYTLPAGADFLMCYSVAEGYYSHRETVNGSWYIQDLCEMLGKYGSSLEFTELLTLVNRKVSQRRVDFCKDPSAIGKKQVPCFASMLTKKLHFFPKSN
# DENV2 CPE rescue: protects cells from dengue virus 2 cytopathic effect; DENV2-infected cells, cytopathic effect rescue, plate reader; CPE inhibition, % at 9.99 µM; 350,000 compounds, 1.7% hits; AID 651640; in the data active = CPE inhibition above about 20%, passing the limit was not always enough; inconclusive = no clear call, values can overlap the other calls; tested in BHK-21 cells;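 note: 0% = median of neutral control wells and 100% = median of positive control wells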
# An asterisk follows results filed as active; i = inactive; ? = inconclusive; . = no result given.
# Preview (5 entries):
smiles,EWS-Fli inh,SIRT5 inh,LGR2 inh,PAX8 inh HTS,ARNT TACC3 PPI,CASP6 VEID inh,DENV2 CPE rescue
CC1CN(C(=O)/C=C/c2ccc(SC(F)F)cc2)CC(C)O1 (stereo unspecified),-11,-2,45,-13,-6,-1,-3
COc1ccc(C(c2oc(CO)cc(=O)c2O)c2oc(CO)cc(=O)c2O)cc1OC,3,11,-1,17,10,5,4
c1ccc(-c2ccc(OCCN3CCOCC3)cc2)cc1,-97,-1,-79,-169,-19,-38,27*
COc1ccc(S(=O)(=O)N2CCCCC2)cc1NC(=O)CCc1cc(OC)c(OC)c(OC)c1,8,-2,-10,9,.,0,?
COc1ccccc1-c1ccccc1[C@@H]1[C@@H](C#N)N(C(=O)C2CCC2)[C@H]1CO,-5,1,3,10,.,0,8

# Main list (from the top)
smiles,EWS-Fli inh,SIRT5 inh,LGR2 inh,PAX8 inh HTS,ARNT TACC3 PPI,CASP6 VEID inh,DENV2 CPE rescue
CC1CN(C(=O)/C=C/c2ccc(SC(F)F)cc2)CC(C)O1 (stereo unspecified),-11,-2,45,-13,-6,-1,-3
COc1ccc(C(c2oc(CO)cc(=O)c2O)c2oc(CO)cc(=O)c2O)cc1OC,3,11,-1,17,10,5,4
c1ccc(-c2ccc(OCCN3CCOCC3)cc2)cc1,-97,-1,-79,-169,-19,-38,27*
COc1ccc(S(=O)(=O)N2CCCCC2)cc1NC(=O)CCc1cc(OC)c(OC)c(OC)c1,8,-2,-10,9,.,0,?
COc1ccccc1-c1ccccc1[C@@H]1[C@@H](C#N)N(C(=O)C2CCC2)[C@H]1CO,-5,1,3,10,.,0,8
CNC[C@H]1Oc2ncc(-c3cncnc3)cc2C(=O)N([C@@H](C)CO)C[C@H]1C,.,-2,-4,.,.,-7,-14
CNC[C@H]1Oc2ncc(C#CC3CCCC3)cc2C(=O)N([C@H](C)CO)C[C@H]1C,-20,9,-3,-9,23,-2,3
Cc1ccc(S(=O)(=O)Nc2ccc3c(c2)C(=O)N([C@@H](C)CO)C[C@@H](C)[C@@H](CN(C)Cc2ccc4c(c2)OCO4)O3)cc1,-6,4,-13,10,12,4,-4
CCCC(=O)Nc1ccc2c(c1)C(=O)N(C)C[C@@H](OC)[C@@H](C)CN(C(=O)c1ccccn1)[C@@H](C)CO2,0,-4,1,-1,.,.,.
CO[C@H]1CN(C)C(=O)c2cc(NC(=O)Cc3ccccc3)ccc2OC[C@H](C)N(C(C)=O)C[C@H]1C,-2,-1,-6,-5,-1,5,?
[O-]c1c[n+](-c2ccc(-[n+]3cc([O-])on3)cc2)no1,6,-5,10,-13,-3,10,.
O=C(/C=C/c1ccco1)NCC1OCCc2ccccc21 (stereo unspecified),-5,-1,.,9,-2,13,?
COc1cccc(-c2ccc([C@H]3[C@H]4CN(CC5CC5)CCCCN4[C@H]3CO)cc2)c1,4,-1,14,2,.,1,19
O=C(Nc1ccncc1)c1cccc(S(=O)(=O)N2CCN(c3ccc(F)cc3)CC2)c1,31,2,2,37,12,2,-5
OC(COc1ccc2ccccc2c1)CN1CCCC1 (stereo unspecified),-53,-4,-4,.,2,-2,-8
CC(C)(C)c1ccc(NC(=O)Nc2ccc3ccccc3n2)cc1,5,-6,2,16,-5,1,-3
C[n+]1ccc(/C=C/c2c[nH]c3ccc(F)cc23)cc1,28,26*,17,70*,2,-23,2
Cc1cc(NC(=O)Cn2cnc3c(cnn3C(C)(C)C)c2=O)no1,.,-3,0,.,0,2,.
Fc1ccccc1/C=N/n1c(C2CCCCC2)n[nH]c1=S,-12,-1,-14,2,6,0,-3
CC(C)(C)OC(=O)NCc1ccc(CNC(=O)c2nc[nH]c2C(=O)N2CCN(C(=O)OC(C)(C)C)CC2)cc1,24,.,31,21,2,.,-13
CN1CCC(N(C)S(=O)(=O)c2ccc(NC(=O)COc3ccc(F)cc3Cl)cc2)CC1,13,-2,-17,7,3,-14,-6
CCCCN(C(=O)C1CSC2(C)CCC(=O)N12)c1c(N)n(CC(C)C)c(=O)[nH]c1=O (stereo unspecified),-7,-3,7,3,-19,1,1
O=C(CN1CCN(Cc2ccc(F)cc2)CC1)Nc1ccccc1F,-2,-4,-16,-5,-5,.,2
CCCNC(=O)[C@H]1[C@H](CO)[C@H]2Cn3c(ccc(/C=C/c4ccccc4)c3=O)[C@@H]1N2C(=O)c1ccccc1,-5,-88,4,.,-37,2,0
C[C@@H]1CCCCO[C@H](CN(C)S(=O)(=O)c2ccc(Cl)cc2)[C@@H](C)CN([C@H](C)CO)C(=O)c2cc(NC(=O)Cc3ccccc3)ccc2O1,-3,6,6,-2,-2,3,8

# Going on with the list:
smiles,EWS-Fli inh,SIRT5 inh,LGR2 inh,PAX8 inh HTS,ARNT TACC3 PPI,CASP6 VEID inh,DENV2 CPE rescue
CC(C)(C)NC(=O)c1ccc2c(c1)C(=O)N(Cc1ccco1)C2=O,-28,1,-4,-16,-4,1,-3
CN(Cc1ccon1)Cc1cn(C)nc1-c1ccc2c(c1)OCCO2,-1,11,14,-5,-6,0,11
C=CCNC(=O)c1ccccc1NC(=O)Nc1ccccc1,-6,2,.,.,.,0,-1
COCCn1c(SCC(=O)NC2CCCC2)nc2ccccc2c1=O,-4,3,16,-4,-2,0,?
COc1ccc(NS(=O)(=O)c2ccc(S(=O)(=O)N3CCOCC3)cc2)cc1,6,-6,-6,2,2,.,5
COc1ccc2c3c(n(C)c2c1)[C@H](CO)N(C(=O)Nc1ccc(F)cc1)CC31CN(S(=O)(=O)c2cccc(C)c2)C1,-3,6,21,.,.,.,7
CCOc1ccc(OCCN2CCCCC2)cc1,.,.,2,14,0,.,.
Cc1noc(C)c1S(=O)(=O)Nc1cccc2c1O[C@H](CN(C)Cc1ccc(Oc3ccccc3)cc1)[C@H](C)CN([C@H](C)CO)C2=O,-5,1,5,8,.,-1,6
CC(C)(C)c1ccc(Cn2nnc3c(=O)[nH]c(C4CCN(C(=O)c5ccco5)CC4)nc32)cc1,14,4,11,19,2,11,3
C[C@H](CO)N1C[C@H](C)[C@@H](CN(C)Cc2ccccc2)OCCCC[C@H](C)Oc2ccc(NS(=O)(=O)c3cccs3)cc2C1=O,-1,0,-50,2,-4,2,-8
C[C@@H]1CN([C@H](C)CO)C(=O)Cc2cc(NS(=O)(=O)c3cccs3)ccc2O[C@@H]1CN(C)Cc1ccc(C(F)(F)F)cc1,-5,-6,-7,-13,i,2,1
O=C(O)c1ccc(CN2C[C@@H](CO)O[C@@H](n3cnc4c(Nc5ccccc5)ncnc43)C2)cc1,0,.,9,5,.,20,-6
COc1ccc(CCNC(=O)C(=O)NCC2OCCCN2S(=O)(=O)c2cc(C)ccc2C)cc1 (stereo unspecified),1,2,6,4,-3,2,?
O=C1C=C(c2ccc3c(c2)OCCO3)C[C@@H](c2ccc(F)cc2)C1,-47,.,-31,-36,0,.,8
COc1ccc(OCCOc2ccc(/C=C3\C(=N)N4N=C(C)SC4=NC3=O)cc2)cc1,-9,-1,-13,-85,-14,-1,10
Cc1cccc(NS(=O)(=O)c2ccc(NC(=O)N3CCCCC3)cc2)c1,30,-7,9,24,0,5,-11
O=C(C[C@H]1CC[C@H]2[C@@H](COC[C@@H](O)CN2C(=O)Nc2ccc(Cl)cc2)O1)NCCc1ccncc1,-66,1,-20,-84,21,3,2
N/C(=N\OC(=O)c1ccoc1)c1ccc(Br)cc1,-43,-2,-72,-183,-8,-1,6
O=S(=O)(Nc1ccccn1)c1cccc(S(=O)(=O)c2ccc(Cl)cc2)c1,-8,-2,4,-17,5,-3,2
CCCC(=O)N1CC2(CCN(CC3CCCC3)CC2)c2c([nH]c3cc(OC)ccc23)[C@@H]1CO,-4,.,3,.,.,.,6
O=C(C1CCC1)N1C[C@H]2[C@@H](c3ccccc31)[C@H](CO)N2C(=O)Nc1cccc(F)c1,8,0,17,-16,2,2,0
O=C(Nc1cc(S(=O)(=O)N2CCOCC2)ccc1OCC(F)(F)F)C1=COCCO1,13,-1,-5,.,-5,1,-1
COc1ccc(S(=O)(=O)N(CC(=O)Nc2ccccc2C(=O)N2CCOCC2)c2ccc(F)cc2)cc1,-9,-1,3,-7,-1,1,-7
NC(=O)c1cccc(S(=O)(=O)N2CC(c3ccccc3)CC2=O)c1 (stereo unspecified),1,-1,0,-9,1,3,17
Cc1nc(N2CCN(C(=O)CCC(=O)O)CC2)c2c(C)c(C)sc2n1,7,-1,4,.,2,27,1

# (next part)
smiles,EWS-Fli inh,SIRT5 inh,LGR2 inh,PAX8 inh HTS,ARNT TACC3 PPI,CASP6 VEID inh,DENV2 CPE rescue
CN(C)CC(=O)N1[C@H](C#N)[C@H](c2ccc(-c3ccccc3F)cc2)[C@@H]1CO,1,5,2,9,4,2,19
CCCC(=O)N1C[C@H]2[C@@H](c3ccccc31)[C@@H](CO)N2C(=O)Nc1ccccc1,10,-1,-4,17,-2,1,10
COc1ccc(-n2ncc3c2CC(C)(C)CC3NC(=O)c2ocnc2C)cc1 (stereo unspecified),.,1,-3,9,3,4,2
CCN1CCN(c2ccc(S(=O)(=O)N3CCCCC3)cc2NC(=O)COc2ccc(F)cc2Cl)CC1,29,0,8,22,37,-14,17
COc1ccc(S(=O)(=O)N2CC(=O)Nc3ccccc32)cc1F,21,-3,3,4,4,2,3
COc1ccc2c3c(n(C)c2c1)[C@H](CO)N(C(=O)C1CCC1)CC31CN(C(=O)CN(C)C)C1,-3,-2,0,-1,.,1,-3
O=C(Nc1nc(-c2ccc3c(c2)OCO3)cs1)C1COc2ccccc2O1 (stereo unspecified),-10,16*,-12,-16,0,-1,-4
COc1ccc(S(=O)(=O)N[C@@H]2CC[C@H](CC(=O)O)O[C@H]2CO)cc1,-1,-1,5,-3,-11,-1,9
C[C@@H]1CCCCO[C@H](CN(C)S(=O)(=O)c2cccs2)[C@@H](C)CN([C@H](C)CO)C(=O)c2cc(NS(=O)(=O)c3cn(C)cn3)ccc2O1,-13,-3,-1,20,1,-2,-8
COc1cc(C(=O)NCc2ccc(S(N)(=O)=O)cc2)ccc1OCC(=O)N1CCOCC1,-3,-1,6,1,-18,0,-5
COc1ccc(C(=O)Nc2ccccc2C(=O)Nc2cccnc2)cc1,-64,-3,-14,-28,-3,4,-3
CNc1cc(-c2cccc(C(=O)N3CCOCC3)c2)ncn1,-7,.,-15,1,.,-3,0
CC(=O)C1=CCC(c2ccccc2)N(Cc2ccccc2)C1 (stereo unspecified),7,-2,15,11,.,-2,10
O=C(O)C1C2C=CC3(CN(Cc4ccco4)C(=O)C13)O2 (stereo unspecified),2,-2,6,-7,2,9,-1
COc1ccc(CNC(=O)/C=C/[C@H]2O[C@@H](n3ccc(=O)[nH]c3=O)[C@H](O)[C@@H]2O)cc1,4,1,6,7,.,1,-3
CC(C)NC(=O)N(C)C[C@@H]1Oc2ccc(NC(=O)CCCCCC(=O)Nc3ccccc3N)cc2CC(=O)N([C@@H](C)CO)C[C@@H]1C,0,.,-13,-11,0,5,2
CCOc1c2ccc(C(=O)NCC34CC5CC(CC(C5)C3)C4)cc2nn1CC,4,.,7,15,-2,5,-9
CCC1COCCS(=O)(=O)N1Cc1ccccc1C (stereo unspecified),-1,4,-20,-8,-4,-5,.
COc1cccc(CN2CC3(CCN(S(C)(=O)=O)CC3)c3c(n(C)c4cc(OC)ccc34)[C@H]2CO)c1,2,0,-10,.,.,2,-1
CN(C)/C=C(\C#N)C(=O)Nc1ccc(O)cc1F,-1,-3,-3,8,7,4,-6
Cc1ccc(C(=O)CNc2ccc(F)cc2)cc1,0,2,-55,4,-6,1,7
Cc1ccc(C(=O)NCC(=O)NCC(c2ccco2)N2CCCCC2)cc1C (stereo unspecified),1,0,-6,-21,12,-8,-5
COc1cc(/C=N/NC(=O)CCn2c3ccccc3c3ccccc32)ccc1O,5,-3,15,.,-11,-1,-3
